MRP resist rev: reversal of MRP1-mediated doxorubicin resistance, primary screen, H69AR cells, doxorubicin co-treatment. 0.04% of 85,000 active. H69AR cells + 2 uM doxorubicin, CellTiter-Glo, 72 h. differential viability (reversal), % at 10 µM. AID 602, 2007;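 active = viability drop by adding the cancer drug above about 55%, with treated viability meeting a 40% cutoff, limit read from the data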;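 also: viability without doxorubicin minus viability with 2 µM doxorubicin for each compound; larger differential means the compound sensitizes cells more to doxorubicin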
Bcl-B TR3 displacers: displacers of TR3 peptide from Bcl-B, primary screen, selectivity assay for Bfl-1 inhibitor project, biochemical, fluorescence polarization. displacement, % at 20 µM, or IC50 in µM where a hit was titrated. FP displacement of FITC-TR3 peptide from Bcl-B; higher % means a stronger effect. 0.11% of 96,000 active. AID 748, 2007. Bcl-2-like protein 10 (Homo sapiens);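 active = displacement above 50% at 20 µM plus a fluorescence interference ratio under 1.5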;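 also: plate controls were wells without compound for no effect and wells lacking Bcl-B protein for full effect; a part of the inactive calls stands beside numbers as strong as those of hits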
PLAP inhibitors HTS: PLAP enzyme inhibitors, biochemical, luminescence, HTS (AID 690) | Alkaline phosphatase, placental type (Homo sapiens) | purified PLAP, luminescent substrate; higher % means a stronger effect | one-dose inhibition, % at 20 µM; IC50 in µM for titrated hits | 0.08% of 96,000 active; in the data active = a potency from the dose series; inactive = the rest, 99 in 100 with inhibition below about 30%; also: strong numbers were not always called active
IL1B NFkB inh: inhibitors of IL-1B driven NFkB p65 nuclear import, primary screen, imaging, HUVEC, IL-1B stimulus, high-content imaging. HUVEC IL-1B NFkB p65 nuclear translocation imaging. inhibition, % at 2 µM. 0.43% of 94,000 active;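 active = inhibition above about 30% together with a positive call from visual inspection of the well image, limit read from the data; inconclusive = inhibition above a set limit but visual check negative; inactive = inhibition not above a set limit, visual check negative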;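 also: nuclear over cytoplasmic p65 intensity ratio measured by imaging; 0% = IL-1B stimulated DMSO wells and 100% = unstimulated DMSO wells; values of inactives mirror those of a sister screen read the other way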
IL1B NFkB pot: enhancers of NFkB p65 translocation in HUVEC – imaging, IL-1B stimulus, high-content imaging, primary screen | HUVEC IL-1B NFkB p65 nuclear translocation imaging | activation, % at 2 µM | 0.3% of 94,000 active | AID 819, 2007;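 active = activation above 40%, about the mean plus 3 SD, also judged a hit on visual image review; inconclusive = activation above 40% but not a hit on visual review; inactive = activation not above 40% and no visual hit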;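 also: percent activation is computed from the nuclear over cytoplasmic p65 intensity ratio; values of inactives mirror those of a sister screen read the other way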
MRP resist rev cytotoxicity: also measured in MRP resist rev; calls as there; viability, %; H69AR cells, CellTiter-Glo, 72 h; measured here: cytotoxicity without doxorubicin
MRP resist rev with doxorubicin: further read-out of MRP resist rev, marked with its call; viability, %; measured here: viability with 2 uM doxorubicin; active compounds read low
IL1B NFkB inh cell count 2 µM: second read-out of IL1B NFkB inh, no call of its own (marks repeat the call); cell count; measured here: cells passing quality filter;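 raw number of nuclei counted in each imaged well without normalization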
IL1B NFkB pot cell count 2 µM: further read-out of IL1B NFkB pot, marked with its call; cell count; measured here: cells passing quality filter
The depositor's hits bear a star. An excerpt; the hit share may differ from the screen's.

Screening CCn1c(=O)cc(OCC(=O)NCCCN2CCC(C)CC2)c2ccccc21 returned MRP resist rev 14, Bcl-B TR3 displacers -8%, PLAP inhibitors HTS -42%, IL1B NFkB inh -7, IL1B NFkB pot 7, MRP resist rev cytotoxicity 90, MRP resist rev with doxorubicin 76, IL1B NFkB inh cell count 2 µM 72 and IL1B NFkB pot cell count 2 µM 72.
For Cc1nnc(NC(=O)CSc2nc(C3CCCCC3)nc3ccccc23)s1 the results were Bcl-B TR3 displacers -4%, PLAP inhibitors HTS -4%, IL1B NFkB inh 2, IL1B NFkB pot -2, IL1B NFkB inh cell count 2 µM 140 and IL1B NFkB pot cell count 2 µM 140.
For COc1cc(OC)cc(C(=O)Nc2ccc(-c3nc4ccccc4o3)cc2)c1 the results were MRP resist rev -26, Bcl-B TR3 displacers 14%, PLAP inhibitors HTS 14%, IL1B NFkB inh -31, IL1B NFkB pot 31, MRP resist rev cytotoxicity 30, MRP resist rev with doxorubicin 56, IL1B NFkB inh cell count 2 µM 112 and IL1B NFkB pot cell count 2 µM 112.
`Cc1ccc(-n2c3c(c(=O)[nH]c2=O)C(NS(=O)(=O)c2ccc(C)cc2)(C(F)(F)F)C(=O)N3)cc1` (configuration not stated) gave Bcl-B TR3 displacers 1%, PLAP inhibitors HTS 7%, IL1B NFkB inh 6, IL1B NFkB pot -6, IL1B NFkB inh cell count 2 µM 109 and IL1B NFkB pot cell count 2 µM 109.
Screening COC(=O)c1c(C)c(C)nc(N)c1C#N returned MRP resist rev 9, Bcl-B TR3 displacers -14%, PLAP inhibitors HTS -27%, IL1B NFkB inh 18, IL1B NFkB pot -18, MRP resist rev cytotoxicity 98, MRP resist rev with doxorubicin 89, IL1B NFkB inh cell count 2 µM 123 and IL1B NFkB pot cell count 2 µM 123.
For CCCNC(=O)N1CCC(C(=O)c2ccc(F)cc2)CC1 the results were MRP resist rev 8, Bcl-B TR3 displacers 3%, PLAP inhibitors HTS -13%, IL1B NFkB inh 16, IL1B NFkB pot -16, MRP resist rev cytotoxicity 94, MRP resist rev with doxorubicin 86, IL1B NFkB inh cell count 2 µM 136 and IL1B NFkB pot cell count 2 µM 136.
`CCCOc1ccc(OCCSc2ncccn2)cc1` gave MRP resist rev -15, Bcl-B TR3 displacers -7%, PLAP inhibitors HTS -9%, IL1B NFkB inh -44, IL1B NFkB pot 44*, MRP resist rev cytotoxicity 73, MRP resist rev with doxorubicin 88, IL1B NFkB inh cell count 2 µM 165 and IL1B NFkB pot cell count 2 µM 165*.
CC(NC(=O)c1ccco1)C(c1cccs1)N1CCOCC1 (configuration not stated) was read as Bcl-B TR3 displacers -1%, PLAP inhibitors HTS -18%, IL1B NFkB inh -13, IL1B NFkB pot 13, IL1B NFkB inh cell count 2 µM 191 and IL1B NFkB pot cell count 2 µM 191.
For O=C(COc1ccc(CO)cc1)Nc1ccc(F)cc1 the results were MRP resist rev 4, Bcl-B TR3 displacers -3%, PLAP inhibitors HTS 5%, IL1B NFkB inh 16, IL1B NFkB pot -16, MRP resist rev cytotoxicity 100, MRP resist rev with doxorubicin 96, IL1B NFkB inh cell count 2 µM 106 and IL1B NFkB pot cell count 2 µM 106.
`COc1ccc(C2C(=O)N(CCc3ccccc3)CC(=O)N2C2CCCCC2)cc1` (configuration not stated) gave MRP resist rev -8, Bcl-B TR3 displacers 3%, PLAP inhibitors HTS -78%, MRP resist rev cytotoxicity 63 and MRP resist rev with doxorubicin 70.
For Cc1occc1C(=O)Nc1nnc(C2CCCCC2)s1 the results were MRP resist rev -6, Bcl-B TR3 displacers -6%, PLAP inhibitors HTS 1%, MRP resist rev cytotoxicity 77 and MRP resist rev with doxorubicin 83.
Screening Cc1c(C(=O)N(C)C)sc2nc(-c3ccccn3)[nH]c(=O)c12 returned MRP resist rev -1, Bcl-B TR3 displacers 0%, PLAP inhibitors HTS -192%, IL1B NFkB inh -3, IL1B NFkB pot 3, MRP resist rev cytotoxicity 77, MRP resist rev with doxorubicin 78, IL1B NFkB inh cell count 2 µM 202 and IL1B NFkB pot cell count 2 µM 202.
`CCn1c(N2CCN(C(=O)Nc3ccc(F)cc3)CC2)nc2ccccc21` gave MRP resist rev -4, Bcl-B TR3 displacers 13%, PLAP inhibitors HTS -13%, IL1B NFkB inh -3, IL1B NFkB pot 3, MRP resist rev cytotoxicity 71, MRP resist rev with doxorubicin 76, IL1B NFkB inh cell count 2 µM 155 and IL1B NFkB pot cell count 2 µM 155.
`O=C(O)CCCCCN1C(=O)c2ccc(C(=O)O)cc2C1=O` gave MRP resist rev 6, Bcl-B TR3 displacers 11%, PLAP inhibitors HTS 2%, IL1B NFkB inh -11, IL1B NFkB pot 11, MRP resist rev cytotoxicity 97, MRP resist rev with doxorubicin 90, IL1B NFkB inh cell count 2 µM 129 and IL1B NFkB pot cell count 2 µM 129.
For Cc1ccc(-n2nnc3c(=O)n(Cc4cc(C)ccc4C)cnc32)cc1 the results were MRP resist rev -5, IL1B NFkB inh -6, IL1B NFkB pot 6, MRP resist rev cytotoxicity 33, MRP resist rev with doxorubicin 38, IL1B NFkB inh cell count 2 µM 113 and IL1B NFkB pot cell count 2 µM 113.
`Cc1ccc(-c2cc(C(=O)NCCCN3CCOCC3)no2)cc1` gave MRP resist rev 9, Bcl-B TR3 displacers -4%, PLAP inhibitors HTS -21%, IL1B NFkB inh 7, IL1B NFkB pot -7, MRP resist rev cytotoxicity 98, MRP resist rev with doxorubicin 89, IL1B NFkB inh cell count 2 µM 159 and IL1B NFkB pot cell count 2 µM 159.
`O=C(c1cn(-c2ccccc2)nc1-c1cccs1)N1CCOCC1` gave MRP resist rev 23, Bcl-B TR3 displacers 3%, PLAP inhibitors HTS -24%, IL1B NFkB inh 9, IL1B NFkB pot -9, MRP resist rev cytotoxicity 97, MRP resist rev with doxorubicin 73, IL1B NFkB inh cell count 2 µM 166 and IL1B NFkB pot cell count 2 µM 166.
Screening Cc1cc(NC(=O)c2ccc(C)s2)n(-c2ccccc2)n1 returned Bcl-B TR3 displacers -6%, PLAP inhibitors HTS 12%, IL1B NFkB inh 14, IL1B NFkB pot -14, IL1B NFkB inh cell count 2 µM 146 and IL1B NFkB pot cell count 2 µM 146.
For CCOC(=O)N1CCC(Nc2c(NCCCN(C)Cc3ccccc3)c(=O)c2=O)CC1 the results were MRP resist rev 5, Bcl-B TR3 displacers -8%, PLAP inhibitors HTS -31%, IL1B NFkB inh -42, IL1B NFkB pot 42*, MRP resist rev cytotoxicity 88, MRP resist rev with doxorubicin 83, IL1B NFkB inh cell count 2 µM 198 and IL1B NFkB pot cell count 2 µM 198*.
O=C(O)CC1Sc2nc3ccccc3n2C1=O (configuration not stated) was read as MRP resist rev -19, Bcl-B TR3 displacers -11%, PLAP inhibitors HTS -2%, IL1B NFkB inh -14, IL1B NFkB pot 14, MRP resist rev cytotoxicity 90, MRP resist rev with doxorubicin 108, IL1B NFkB inh cell count 2 µM 176 and IL1B NFkB pot cell count 2 µM 176.
Screening Cc1ccc2nc(SCC(=O)c3ccc4c(c3)OCO4)[nH]c2c1 returned MRP resist rev 13, Bcl-B TR3 displacers 5%, PLAP inhibitors HTS 5%, IL1B NFkB inh -11, IL1B NFkB pot 11, MRP resist rev cytotoxicity 92, MRP resist rev with doxorubicin 79, IL1B NFkB inh cell count 2 µM 154 and IL1B NFkB pot cell count 2 µM 154.
For CCOC(=O)c1cc(-c2ccc(Cl)cc2)nc2onc(C)c12 the results were MRP resist rev 13, Bcl-B TR3 displacers -3%, PLAP inhibitors HTS -27%, IL1B NFkB inh -14, IL1B NFkB pot 14, MRP resist rev cytotoxicity 90, MRP resist rev with doxorubicin 77, IL1B NFkB inh cell count 2 µM 68 and IL1B NFkB pot cell count 2 µM 68.
Screening Cc1cc(C)n(-c2ccc(C(=O)OC(C)C)cc2)n1 returned Bcl-B TR3 displacers -13%, PLAP inhibitors HTS -11%, IL1B NFkB inh -46, IL1B NFkB pot inconclusive and IL1B NFkB inh cell count 2 µM 133.
For Cc1ccc(N(C(=O)c2ccncc2)C2C=CS(=O)(=O)C2)cc1 (configuration not stated) the results were MRP resist rev 12, Bcl-B TR3 displacers -1%, PLAP inhibitors HTS 4%, IL1B NFkB inh -6, IL1B NFkB pot 7, MRP resist rev cytotoxicity 95, MRP resist rev with doxorubicin 82, IL1B NFkB inh cell count 2 µM 54 and IL1B NFkB pot cell count 2 µM 54.
Cc1nnc(NC(=O)CSc2nccn2-c2cccc(C)c2C)s1 was read as MRP resist rev -19, Bcl-B TR3 displacers -3%, PLAP inhibitors HTS -34%, IL1B NFkB inh -15, IL1B NFkB pot 15, MRP resist rev cytotoxicity 29, MRP resist rev with doxorubicin 48, IL1B NFkB inh cell count 2 µM 137 and IL1B NFkB pot cell count 2 µM 137.
Cc1c(NC(=O)CSc2ccccn2)c(=O)n(-c2ccccc2)n1C was read as MRP resist rev -14, Bcl-B TR3 displacers -1%, PLAP inhibitors HTS -47%, IL1B NFkB inh -27, IL1B NFkB pot 27, MRP resist rev cytotoxicity 86, MRP resist rev with doxorubicin 99, IL1B NFkB inh cell count 2 µM 128 and IL1B NFkB pot cell count 2 µM 128.
CCCCOc1ccccc1NC(=O)Cn1c(-c2nonc2N)nc2ccccc21 was read as Bcl-B TR3 displacers -6% and PLAP inhibitors HTS 11%.
Cc1cc(NS(=O)(=O)c2ccc(NC(=O)Cc3cccs3)cc2)no1 was read as MRP resist rev -2, Bcl-B TR3 displacers -2%, PLAP inhibitors HTS 13%, IL1B NFkB inh -4, IL1B NFkB pot 5, MRP resist rev cytotoxicity 97, MRP resist rev with doxorubicin 99, IL1B NFkB inh cell count 2 µM 127 and IL1B NFkB pot cell count 2 µM 127.
Screening COc1ccc2c(c1)-c1c(sn(-c3ccc(OC)c(OC)c3)c1=S)C(C)(C)N2 returned Bcl-B TR3 displacers -4%, PLAP inhibitors HTS 0%, IL1B NFkB inh 1, IL1B NFkB pot -1, IL1B NFkB inh cell count 2 µM 107 and IL1B NFkB pot cell count 2 µM 107.
`CCOC(=O)C(NC(=O)c1ccccc1)=C1C=C(C)OC(C)=C1` gave MRP resist rev 5, Bcl-B TR3 displacers -3%, PLAP inhibitors HTS -14%, IL1B NFkB inh -7, IL1B NFkB pot 7, MRP resist rev cytotoxicity 97, MRP resist rev with doxorubicin 93, IL1B NFkB inh cell count 2 µM 111 and IL1B NFkB pot cell count 2 µM 111.

3 entries already listed, ordered by number of heavy atoms, lowest first:
Screening Cc1cc(C)n(-c2ccc(C(=O)OC(C)C)cc2)n1 returned Bcl-B TR3 displacers -13%, PLAP inhibitors HTS -11%, IL1B NFkB inh -46, IL1B NFkB pot inconclusive and IL1B NFkB inh cell count 2 µM 133.
Screening Cc1ccc2nc(SCC(=O)c3ccc4c(c3)OCO4)[nH]c2c1 returned MRP resist rev 13, Bcl-B TR3 displacers 5%, PLAP inhibitors HTS 5%, IL1B NFkB inh -11, IL1B NFkB pot 11, MRP resist rev cytotoxicity 92, MRP resist rev with doxorubicin 79, IL1B NFkB inh cell count 2 µM 154 and IL1B NFkB pot cell count 2 µM 154.
Cc1c(NC(=O)CSc2ccccn2)c(=O)n(-c2ccccc2)n1C was read as MRP resist rev -14, Bcl-B TR3 displacers -1%, PLAP inhibitors HTS -47%, IL1B NFkB inh -27, IL1B NFkB pot 27, MRP resist rev cytotoxicity 86, MRP resist rev with doxorubicin 99, IL1B NFkB inh cell count 2 µM 128 and IL1B NFkB pot cell count 2 µM 128.

Source: PubChem BioAssay (several laboratories)
